beta cell repl: induces beta-cell replication in MIN6 cells | actives 0.29% (n = 330,000) | MIN6 cells proliferation, ATPlite luminescence, 48 h; cells starved in 0.2% serum; 100% = growth in 10% serum | AID 2380 | proliferation, % at 10 µM;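 active = compounds whose signal lies at least 3.5 SD above the mean of all wells on their plate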;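 also: 0% = DMSO-treated cells in low-serum medium and 100% = 10% serum control; some compounds called inactive have numbers as strong as hits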
GRIN3A LBD mod: modulates the human NR3A ligand-binding domain; Tm shift relative to glycine control, % at 25 µM; NR3A LBD differential scanning fluorimetry, Tm shift; 0% = protein alone, 100% = glycine-bound protein; actives 2.5% (n = 340,000);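 active = melting temperature shift of at least 10% of the positive control shift, at one fixed dose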
hIAP act: increases human intestinal alkaline phosphatase activity; P09923; purified human IAP, CDP-Star luminescence, 30 min; hits give high values; 1 = vehicle-only enzyme, 0 = enzyme-free background; activation factor at 10 µM; actives 0.16% (n = 330,000); AID 2524;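 active = activation factor of the enzyme at least 2-fold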; also: the source names both 10 and 20 µM as test concentration; values of inactives mirror those of a sister screen read the other way
Target sequence (P09923 whole entry, looked up): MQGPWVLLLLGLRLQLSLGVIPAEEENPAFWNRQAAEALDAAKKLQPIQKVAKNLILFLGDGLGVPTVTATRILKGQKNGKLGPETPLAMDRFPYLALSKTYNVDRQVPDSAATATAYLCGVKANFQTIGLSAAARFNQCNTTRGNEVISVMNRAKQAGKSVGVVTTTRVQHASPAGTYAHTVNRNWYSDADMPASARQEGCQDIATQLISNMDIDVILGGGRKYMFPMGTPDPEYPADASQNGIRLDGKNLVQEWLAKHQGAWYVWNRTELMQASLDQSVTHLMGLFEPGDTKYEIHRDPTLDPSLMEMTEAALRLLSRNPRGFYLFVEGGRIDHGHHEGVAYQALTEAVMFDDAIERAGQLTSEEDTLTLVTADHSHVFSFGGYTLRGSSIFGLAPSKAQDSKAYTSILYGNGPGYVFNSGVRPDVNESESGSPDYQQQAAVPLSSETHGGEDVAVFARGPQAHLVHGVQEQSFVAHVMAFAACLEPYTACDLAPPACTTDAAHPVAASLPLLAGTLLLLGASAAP
hIAP block: blocks human intestinal alkaline phosphatase; purified IAP, CDP-Star luminescence, 30 min; inhibition, % at 10 µM; actives 0.12% (n = 330,000); AID 2544; P09923;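 active = inhibition reaching a set limit with compound at 10 µM in the primary screen, cut at about 35% in these data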;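 also: plate controls were DMSO wells with enzyme for no effect and no-enzyme buffer wells for full effect; values of inactives mirror those of a sister screen read the other way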
mIAP act: increases mouse intestinal alkaline phosphatase activity | muIAP, CDP-Star luminescence, 30 min; hits give high values; 1 = vehicle-only enzyme signal, 0 = enzyme-free wells | activation factor at 10 µM | actives 0.24% (n = 330,000) | AID 2805;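 active = activation factor of at least 2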; also: the source names both 10 and 20 µM as test concentration; values of inactives mirror those of a sister screen read the other way
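also added = chemiluminescent substrate CDP-Star | test system = mouse IAP enzyme | signal = chemiluminescence readout | compound = DMSO-dissolved test compounds | incubation = 30 min at room temperature | benchmarks = DMSO wells, no-enzyme wells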
mIAP block: mouse IAP inhibition; purified mouse IAP, CDP-Star luminescence, 30 min; inhibition, % at 10 µM; actives 0.2% (n = 330,000);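 active = inhibition of at least 40% at 10 µM in the primary screen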;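 also: plate controls were DMSO with enzyme for no effect and no enzyme wells for full effect; values of inactives mirror those of a sister screen read the other way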
APOBEC3A inh: human APOBEC3A DNA deaminase inhibition. inhibition, % at 20 µM. AID 493011. actives 0.41% (n = 330,000). P31941. recombinant A3A, FAM/TAMRA ssDNA deamination fluorescence;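 active = at least 40% inhibition at 20 µM here, with at most 30% in a related deaminase screen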;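 also: plate controls were A3A with DMSO for no effect and wells lacking A3A enzyme for full effect; some results filed as inactive read as strong as hits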
MPTP block: blocks calcium-induced mitochondrial swelling | isolated mouse mitochondria, Ca2+ swelling absorbance, 30 min | inhibition, % at 10 µM | actives 1.4% (n = 360,000) | AID 602449;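 active = inhibition of 50% or more, scaled per plate between neutral and stimulator controls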;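 also: 0% = DMSO wells given calcium and 100% = 1 mM EGTA wells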
APOBEC3G inh: inhibitors of human APOBEC3G DNA deaminase; AID 493012; inhibition, % at 20 µM; actives 0.28% (n = 330,000); recombinant A3G, ssDNA deamination FAM/TAMRA fluorescence;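 active = inhibition of at least 40% at 20 µM, with no more than 30% in the related APOBEC3A deaminase screen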;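 also: plate controls were DMSO wells with A3G for no effect and wells lacking A3G enzyme for full effect; some compounds called inactive have numbers as strong as hits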
Target sequence (Q9HC16 whole entry, looked up): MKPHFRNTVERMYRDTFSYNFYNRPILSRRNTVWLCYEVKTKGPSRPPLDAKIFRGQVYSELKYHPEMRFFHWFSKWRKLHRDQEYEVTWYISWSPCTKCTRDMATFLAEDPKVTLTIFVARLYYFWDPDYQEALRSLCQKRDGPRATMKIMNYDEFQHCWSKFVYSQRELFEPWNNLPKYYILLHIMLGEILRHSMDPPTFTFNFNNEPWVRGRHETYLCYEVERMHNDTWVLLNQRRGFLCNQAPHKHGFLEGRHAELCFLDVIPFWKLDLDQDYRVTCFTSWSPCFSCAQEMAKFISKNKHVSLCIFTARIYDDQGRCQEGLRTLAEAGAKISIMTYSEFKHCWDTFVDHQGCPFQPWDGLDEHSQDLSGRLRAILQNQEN
* marks the source's active call; other numbers are inactive results; / = no result given.

Values run as follows: beta cell repl	GRIN3A LBD mod	hIAP act	hIAP block	mIAP act	mIAP block	APOBEC3A inh	MPTP block	APOBEC3G inh
1: CC1=CC(=O)C2=C(C)C[C@H](O)[C@@H]3[C@H](OC(=O)[C@H]3C)[C@@H]12
    9.2	0.0	0.922	7.8	0.985	1.5	-4.0	0.1	-5.0
2: O=Cc1c(C(=O)O)n(Cc2ccc(Cl)cc2)c2ccccc12
    -4.3	-2.7	1.13	-13.1	1.05	-4.9	7.9	0.3	-4.6
3: C[C@]12CC[C@H](O)CC1=CCC1C2CC[C@@]2(C)C1C[C@@H]1CC(=O)O[C@@H]12 (stereo partly drawn)
    -3.4	1.2	0.923	7.7	1.04	-3.6	-5.0	3.0	-7.3
4: O=C(c1cccc(N2CCCC2=O)c1)N1CCC2(CC1)OCCO2
    0.9	-3.6	1.71	-70.7	1.05	-4.8	-0.9	0.2	-1.3
5: O=C1CN=C(c2ccccc2)c2cc([N+](=O)[O-])ccc2N1
    1.6	-1.7	0.911	8.9	1.03	-3.1	1.6	0.2	-1.4
6: C#CC(CC)(CC)NC(=O)Nc1ccc(OCC)cc1
    0.1	-0.8	1.07	-7.5	1.23	-22.9	6.1	2.4	5.4
7: CC[C@]12CC[C@H](O)CC1=CCC1C2CC[C@]2(C)C(=O)CCC12 (stereo partly drawn)
    -2.6	-6.3	0.895	10.5	1.02	-2.4	-1.1	0.1	-5.4
8: CC(=O)c1c(C)n(C2CCCCC2)c2ccc(O)cc12
    3.1	-3.3	0.891	10.9	0.964	3.6	-1.6	-0.3	-1.8
9: COc1ccc(N2C(=O)CC(N3CCC(n4c(=O)[nH]c5ccccc54)CC3)C2=O)cc1 (stereo not drawn)
    3.9	-1.3	0.879	12.1	1.1	-10.0	3.2	-0.8	-1.1
10: COC(=O)Cn1cc(/C=C2\C(=O)NC(=O)N(c3ccc(OC)cc3)C2=O)c2ccccc21
    0.6	-3.5	1.05	-5.2	0.925	7.5	-3.3	0.4	-7.1
11: O=c1[nH]c(=S)n(C2CC2)c(O)c1/C=N/N1CCOCC1
    0.0	-2.1	0.99	1.0	0.952	4.8	4.7	11.1	4.3
12: COC(=O)[C@@]1(Cc2ccc(F)cc2)[C@H]2c3cc(C(=O)N(C)C)[nH]c3C[C@H]2CN1C(=O)c1ccccc1
    -1.0	-0.6	0.802	19.8	0.956	4.4	-3.6	0.4	-10.2
13: COCCCn1c(N)c(C(=O)Nc2ccccc2)c2nc3ccccc3nc21
    -4.0	3.7	0.812	18.8	0.867	13.3	1.3	2.3	-1.9
14: Cc1cc(C(=O)N2CCC3(CC2)OCCO3)cs1
    0.2	-3.3	0.92	8.0	1.04	-4.3	1.9	-0.9	1.0
15: CCN1CCC2(CC1)NC(=O)c1ccccc1O2
    0.2	-2.6	0.871	12.9	0.995	0.5	-1.1	-0.3	-5.7
16: ON1C2CCCCC2N(O)C1c1ccccc1F (stereo not drawn)
    -1.4	4.2	1.2	-19.5	1.03	-3.0	-3.1	-1.0	-9.2
17: CN1CCN(c2nc(N(C)C)oc(=O)c2C#N)CC1
    1.0	-0.3	1.28	-27.7	0.977	2.3	-3.4	0.9	-12.1
18: Cc1cc(OCC(=O)NCc2ccncc2)c2c3c(c(=O)oc2c1)CCC3
    -1.5	-1.3	1.05	-4.9	0.979	2.1	-0.8	-1.5	-3.6
19: Cc1ccccc1-c1nc(CS(=O)CC(=O)N2CCC3(CC2)OCCO3)c(C)o1 (stereo not drawn)
    3.0	-0.8	0.956	4.4	1.05	-5.0	2.8	1.6	4.4
20: c1ccc2c(CN3CCCCC3)c[nH]c2c1
    0.6	-0.6	0.978	2.2	1.06	-6.2	-5.6	3.2	-5.5
21: COC1=CCC2([N+](=O)[O-])CN(C)CC1([N+](=O)[O-])C2 (stereo not drawn)
    -0.3	3.0	0.785	21.5	0.968	3.2	0.4	1.2	1.7
22: CCN1CCN(Cc2nc3ccc([N+](=O)[O-])cc3c(=O)n2-c2ccccc2F)CC1
    -3.0	1.8	0.96	4.0	0.977	2.3	-1.1	0.5	-4.6
23: COc1ccc(N=C(C)c2c(O)n(C)c(=O)n(C)c2=O)c(OC)c1
    -2.6	-4.5	1.12	-12.4	0.981	1.9	-0.4	1.0	-3.3
24: Clc1ccc(C[n+]2c(-c3ccccc3)cc(-c3ccccc3)cc2-c2ccccc2)cc1
    -8.5	-7.3	0.887	11.3	0.898	10.2	2.2	23.3	-6.7
25: COc1cccc(-n2c(CN3CCOCC3)nc3ccc([N+](=O)[O-])cc3c2=O)c1
    2.0	0.1	1.1	-10.0	0.981	1.9	-0.3	-0.6	-6.8
26: Cc1cccn2c(=O)c3c(nc12)N1CCC(Cc2ccccc2)CC1C1(C3)C(=O)N(C)C(=O)N(C)C1=O (stereo not drawn)
    -5.9	-1.3	0.989	1.1	1.03	-2.7	-3.1	2.8	-2.3
27: CC(=NCCN1CCCCC1)c1c(O)n(-c2ccc(Cl)cc2)c(=O)[nH]c1=O
    1.2	0.5	1.01	-1.0	1.04	-3.9	-0.5	-1.7	-2.8
28: O=C(C(=O)N1CCOCC1)c1cn(Cc2c(F)cccc2Cl)c2ccccc12
    0.8	0.8	1.03	-3.4	0.99	1.0	0.8	-0.7	-9.6
29: CC1=C(C(=O)O)N2C(=O)C(NC(=O)Cc3ccccc3)C2SC1 (stereo not drawn)
    -0.7	-0.4	1.1	-10.2	0.952	4.8	6.6	0.0	-5.2
30: CCOC(=O)C1=C(C)c2ccccc2OC1(C(=O)OCC)c1ccccc1 (stereo not drawn)
    /	0.7	/	/	0.99	-2.7	4.3	-0.5	1.4

Some entries already given, limited to mIAP block.
| no. | compound | mIAP block |
| --- | --- | --- |
| 21 | COC1=CCC2([N+](=O)[O-])CN(C)CC1([N+](=O)[O-])C2 (stereo not drawn) | 3.2 |
| 22 | CCN1CCN(Cc2nc3ccc([N+](=O)[O-])cc3c(=O)n2-c2ccccc2F)CC1 | 2.3 |

The listing continues:
Values run as follows: beta cell repl	GRIN3A LBD mod	hIAP act	hIAP block	mIAP act	mIAP block	APOBEC3A inh	MPTP block	APOBEC3G inh
31: CCN(CC)CCN=C(C)c1c(O)n(-c2ccccc2OC)c(=O)[nH]c1=O
    6.2	2.9	1.06	-6.3	1.07	-7.0	0.7	-0.4	-1.1
32: NCCc1ccccc1
    2.9	-2.4	0.942	5.8	1.04	-3.9	0.0	1.0	-6.4
33: COc1ccc(CNCCc2c(C)[nH]c3ccc(OC(F)(F)F)cc23)c(OC)c1
    -6.7	4.9	1.06	-5.7	0.948	5.2	-1.7	2.2	-3.5
34: O=c1[nH]cc(COCC(F)(F)C(F)(F)C(F)(F)F)c(=O)[nH]1
    0.8	-1.4	1.1	-9.6	0.974	2.6	-1.3	1.4	-3.8
35: C=CCn1c(O)c(C=Nc2ccc(F)cc2)c(=O)[nH]c1=O
    -3.7	3.6	0.841	15.9	0.955	4.5	-3.3	-0.1	-2.3
36: CCN(CC)CCNCc1nc2ccccc2c(=O)n1-c1ccc(F)cc1
    -2.1	-4.3	1.07	-7.0	0.95	5.0	5.2	-1.9	3.3
37: CCc1nc(N2CCNCC2)c(C#N)c2c1CSC(C)(C)C2
    -5.2	-1.3	1.08	-7.8	0.919	8.1	1.8	-0.8	-0.5
38: O=[N+]([O-])c1cc2c(cc1CNCCc1ccc3c(c1)OCO3)OCO2
    0.0	-3.4	0.951	4.9	1.02	-2.4	-1.7	-0.4	-6.1
39: C[N+]1(C)[C@@H]2CC[C@H]1CC(OC(=O)[C@@H](CO)c1ccccc1)C2 (stereo partly drawn)
    0.2	1.8	0.942	5.8	0.956	4.4	66.7*	-1.0	19.8
40: O=C1NC(=O)N(Cc2ccc(F)cc2)C(=O)/C1=C\c1ccc(N2CCCC2)cc1
    -2.0	3.2	0.96	4.0	0.731	26.9	5.0	13.3	12.6
41: CCN(CC)c1ccc(CNCCc2ccccc2F)cc1
    -3.9	0.9	1.1	-10.2	1.1	-10.4	-4.4	8.2	-4.3
42: C1=C(CCNCc2ccccc2)CCCC1
    2.8	11.2*	0.941	5.9	0.949	5.1	-1.4	-1.1	-3.6
43: COC(=O)C1=C(c2cc3ccccc3o2)C[C@@H]2CC[C@H]1N2C(=O)NCCO
    4.1	-1.0	0.907	9.3	0.978	2.2	-0.9	-0.1	-5.9
44: Cc1ccc(C)c(OCC(=O)N2CCN(Cc3ccc4c(c3)OCO4)CC2)c1
    -1.9	-0.8	1.04	-3.8	0.96	4.0	-2.9	-0.1	-11.4
45: Cc1ccc(S(=O)(=O)Nc2cc(C(=O)N3CCC4(CC3)OCCO4)ccc2N2CCCCC2)cc1
    4.4	0.1	1.26	-26.4	0.954	4.6	-2.9	-0.7	-2.5
46: CC(=O)NNC(=O)CN1C(=O)CN=C(c2ccccc2)c2cc(Br)ccc21
    1.8	-0.5	1.21	-20.5	0.817	18.3	-4.5	-0.4	-17.2
47: COc1ccc(C[C@@H]2c3cc(O)c(OC)cc3CCN2C)cc1O
    -3.4	-2.1	1.1	-10.1	1.09	-8.8	0.1	-1.6	13.9
48: CCc1cccc(C)c1NC(=S)N1CC2CC(C1)c1cccc(=O)n1C2 (stereo not drawn)
    -1.9	-0.7	1.15	-15.3	1.03	-2.6	-3.5	-0.5	-2.9
49: COc1ccc(CCn2c(O)c(C=NCc3ccc4c(c3)OCO4)c(=O)[nH]c2=O)cc1OC
    -0.7	0.6	1.03	-3.1	1.05	-4.8	3.3	4.8	-5.2
50: O=C(O)C1C2CCC(O2)C1C(=O)Nc1cccc(Br)c1 (stereo not drawn)
    0.3	-1.4	1.06	-5.6	0.951	4.9	-8.8	-0.9	0.0
51: O=C(NC(=O)c1c(F)cccc1F)Nc1cc(Cl)c(F)c(Cl)c1F
    -4.6	2.6	1.13	-12.9	1.03	-2.6	0.9	-0.9	-2.4
52: Cc1nn(C2CCOC(C)(C)C2)c2c1C(c1ccc(OC(C)C)cc1)SCC(=O)N2 (stereo not drawn)
    -1.4	-5.4	0.922	7.8	1.08	-8.0	-1.0	0.4	-4.4
53: NC(=O)CN1CC(c2ccccc2)CC1=O (stereo not drawn)
    -2.1	1.1	0.968	3.2	0.998	0.2	-6.6	-1.8	-12.8
54: Cc1ncc2n1-c1ccc(Cl)cc1C(c1ccccc1F)=NC2
    3.0	0.9	1.02	-1.8	1.09	-9.0	0.7	-1.9	-2.0
55: COC(=O)C1=C(c2ccc(F)cc2OCc2ccccc2)C[C@@H]2CC[C@H]1N2C(=O)NCc1ccc2[nH]ccc2c1
    -7.2	-7.5	0.931	6.9	1.47	-47.4	-2.6	-1.6	-10.1
56: C[C@]12CC[C@H](O)C[C@H]1CC[C@@H]1[C@@H]2CC[C@]2(C)[C@@H](C3=CC(=O)OC3)CC[C@]12O
    -0.9	-0.8	0.968	3.2	0.991	0.9	0.7	0.6	-4.3
57: Cc1cccc(CCNCc2cc3cccc(C)c3[nH]c2=O)c1
    -3.6	-1.2	1.03	-3.5	0.988	1.2	-1.3	66.8*	-0.9
58: Nc1c(C(=O)OCC2CCCO2)c2nc3ccccc3nc2n1Cc1cccs1 (stereo not drawn)
    2.3	-4.9	1.05	-4.8	1.02	-1.7	2.2	0.6	-1.1
59: C=CC[C@@H](C)CC(=O)C(CCCN=[N+]=[N-])SOOc1ccccc1 (stereo partly drawn)
    -3.2	2.1	1.03	-3.3	1.04	-4.2	6.0	-0.8	23.9

Assay outcomes as filed in PubChem.

This is a subset (hit frequency here may not be typical).
